IDH1 R132H inh: inhibitors of human mutant IDH1 R132H; O75874; 0.093% of 390,000 active; IDH1-R132H enzyme, NADPH consumption, diaphorase/resazurin fluorescence; Potency, µM (top dose mostly 76.6 µM), without a hit: at the highest dose activity change, negative = inhibition, hits mostly inhibitors; AID 602179; also: potency is read from the fitted curve at half-maximal effect; % is scaled to controls: 0 for no effect and ±100 for the full control effect; nearly all actives have a fitted effect of over 65% in size
Target sequence (O75874 whole entry R132H, stated change not applied): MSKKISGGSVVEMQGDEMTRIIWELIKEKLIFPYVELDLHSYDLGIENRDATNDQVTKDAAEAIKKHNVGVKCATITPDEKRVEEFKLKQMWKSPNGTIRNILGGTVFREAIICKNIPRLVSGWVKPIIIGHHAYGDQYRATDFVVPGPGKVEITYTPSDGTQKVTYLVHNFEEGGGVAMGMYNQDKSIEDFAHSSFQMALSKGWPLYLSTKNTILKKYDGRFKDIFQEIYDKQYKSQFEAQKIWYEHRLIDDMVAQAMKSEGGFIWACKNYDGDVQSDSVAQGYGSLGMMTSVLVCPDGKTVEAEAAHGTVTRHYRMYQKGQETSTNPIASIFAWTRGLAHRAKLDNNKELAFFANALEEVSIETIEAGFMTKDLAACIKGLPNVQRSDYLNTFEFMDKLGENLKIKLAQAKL
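IDH1-R132H (0.5 ug/mL dispensed) in pH 7.5 Tris buffer was preincubated 30 min with compound, then given a substrate mix of 0.016 mM NADPH and 2 mM alpha-KG for 80 min at room temperature; remaining NADPH was read by diaphorase/resazurin fluorescence.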
HP1b binding inh: blocks HP1-beta chromodomain binding to methylated histone tails. P83916. AlphaScreen HP1-beta / biotin-H3K9me3 peptide binding. Potency, µM (top dose mostly 114 µM), inactives show top-dose activity change, negative = inhibition, usual class: inhibitors. 0.56% of 390,000 active. AID 540317; also: potency is read from the fitted curve at half-maximal effect; nearly all actives have a fitted effect of over 70% in size; inactives centre near 23
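AlphaScreen: HP1-beta (50 nM) preformed 30 min with biotin-H3(1-18)K9me3 peptide (50 nM) in PBS pH 7.4, 0.01% Tween-20. Compound added for 30 min at RT, then streptavidin donor/nickel chelate acceptor beads (10 ug/mL) for 30 min.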
PI4K2A inh: blocks human PI4K2A kinase activity; Q9BTU6; purified PI4K2A, ADP-Glo luminescence, 1 h; stronger effect = lower value; activity change, negative = inhibition, % at 76.9 µM; 0.13% of 420,000 active; AID 1346378; in the data active = activity change below about -50%; inconclusive = mostly about -30% to -49%;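 also: -100% = wells without enzyme as full effect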
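In this quantitative HTS, ADP production by PI4K2A was quantified luminescently after 1 h at ambient temperature; 100 microM adenosine served as plate-quality control.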
Pin1 inhibitor: blocks the human prolyl isomerase Pin1 | Q13526 | Pin1 FP peptide displacement, HiFluor488, 10 min | Potency, µM (titrated, usually from 115 µM), inactives show at the top dose activity, negative = inhibition, most hits filed as inhibitors | 0.009% of 390,000 active; active = well fitted inhibition curve with a large enough effect in the polarisation, with a control signal flat, not every such curve was filed as active; inconclusive = small, poorly fitted or top-dose-only effect, or effect the other way, or a change in a side signal; inactive = no such curve, though single readings can be large or run the other way; the % refers to the polarisation; also: potency is read from the fitted curve at half-maximal effect; % is scaled to controls: 0 for no effect and ±100 for the full control effect
Target sequence (Q13526 whole entry, looked up): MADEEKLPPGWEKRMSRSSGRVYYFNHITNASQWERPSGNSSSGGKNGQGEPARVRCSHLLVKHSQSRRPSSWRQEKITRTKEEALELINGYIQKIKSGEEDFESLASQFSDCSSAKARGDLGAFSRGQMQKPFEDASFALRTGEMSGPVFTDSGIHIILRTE
USP1 inh: USP1/UAF1 (human) deubiquitinase inhibition. 0.23% of 390,000 active. Potency, µM (top dose mostly 57.1 µM), inactives show top-dose activity change, negative = inhibition, usual class: inhibitors. recombinant USP1/UAF1, Ub-Rhodamine cleavage fluorescence. O94782; also: potency is read from the fitted curve at half-maximal effect; % is scaled to controls: 0 for no effect and ±100 for the full control effect; nearly all actives have a fitted effect of over 60% in size; inactives centre near -12
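1 nM enzyme complex + cpd, 15 min RT; start with Ub-Rho 150nM final; kinetic fluorescence ex 480/em 540, 6 reads q60 s. Buffer 50mM HEPES pH 7.8, 0.5mM EDTA, 0.1 mg/ml BSA, 1mM TCEP, 0.01% Tween-20.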
GLS inh: inhibitors of human glutaminase (GLS). O94925. GLS enzymatic activity, qHTS titration. Potency, µM (top dose mostly 45.5 µM), for inactives: at the top dose activity change, negative = inhibition, usual class: inhibitors. 0.21% of 410,000 active; also: potency is read from the fitted curve at half-maximal effect; % is scaled to controls: 0 for no effect and ±100 for the full control effect
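Assay buffer: 45 mM KH2PO4 pH 8.2, 0.02% Tween-20. hKGA acts on L-glutamine (1 mM solution added); product glutamate is reported by an oxidase/peroxidase Amplex Red coupling, with fluorescence taken at baseline and 30 min.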
TrxR1 inh: inhibitors of rat thioredoxin reductase 1; recombinant rTrxR1, NADPH fluorescence consumption, selenite substrate; Potency, µM (titrated, usually from 114 µM), for the others: top-dose activity change, negative = inhibition, usual class: inhibitors; 1% of 390,000 active; O89049; AID 588453; also: potency is read from the fitted curve at half-maximal effect; % is scaled to controls: 0 for no effect and ±100 for the full control effect; nearly all actives have a fitted effect of over 65% in size
Target sequence (O89049 whole entry, looked up): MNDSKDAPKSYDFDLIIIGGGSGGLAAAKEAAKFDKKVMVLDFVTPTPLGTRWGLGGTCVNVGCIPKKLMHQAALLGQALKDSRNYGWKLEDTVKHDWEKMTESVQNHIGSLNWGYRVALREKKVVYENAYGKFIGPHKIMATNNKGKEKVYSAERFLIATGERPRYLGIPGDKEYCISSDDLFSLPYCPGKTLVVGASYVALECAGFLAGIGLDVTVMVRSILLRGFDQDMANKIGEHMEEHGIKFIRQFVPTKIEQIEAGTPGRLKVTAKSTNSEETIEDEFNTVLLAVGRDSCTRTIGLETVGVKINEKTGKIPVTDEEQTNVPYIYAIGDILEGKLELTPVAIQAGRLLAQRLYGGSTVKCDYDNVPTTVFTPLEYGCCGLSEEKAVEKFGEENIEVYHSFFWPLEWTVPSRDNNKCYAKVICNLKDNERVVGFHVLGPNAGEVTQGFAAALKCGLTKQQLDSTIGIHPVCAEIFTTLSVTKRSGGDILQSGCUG
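Rat TrxR1 (90 nM in the dispensed reagent) was pre-reduced with 400 uM NADPH for 5 min at room temperature, then incubated with compound for 15 min. After 400 uM selenite was added, NADPH fluorescence (Ex 340/Em 450 nm) was followed for 8 min.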
PGK inhibitor: blocks T. brucei phosphoglycerate kinase | PGK/GAPDH coupled, Kinase-Glo luminescence, 60 min | Potency, µM (doses to about 57.5 µM), for the others: at the highest dose activity change, negative = inhibition, usual class: inhibitors | 0.043% of 380,000 active; also: potency is read from the fitted curve at half-maximal effect; % is scaled to controls: 0 for no effect and ±100 for the full control effect; nearly all actives have a fitted effect of over 60% in size
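Luminescent ATP detection (Kinase-Glo Plus) follows a 60-minute room-temperature incubation, with wells lacking PGK as controls. Buffer: 100 mM TEA (pH 7.6), 5 mM MgCl2, 0.01% Tween-20. Coupling enzyme GAPDH (100 nM final) supplies unstable 1,3-BPG in-well.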
TrxR1 substrate: is turned over as a substrate by rat TrxR1; 0.01% of 390,000 active; O89049; purified TrxR1 substrate turnover, NADPH consumption readout; AID 588456; Potency, µM (top dose mostly 114 µM), inactives show top-dose activity change, negative = substrate turnover; also: potency is read from the fitted curve at half-maximal effect; % is scaled to controls: 0 for no effect and ±100 for the full control effect; nearly all actives have a fitted effect of over 50% in size
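Rat TrxR1, dispensed at 90 nM, was prereduced with 400 uM NADPH (final) for 5 min at ~22 deg C, then incubated with compound 15 min before 400 uM selenite. A first-read NADPH fluorescence drop versus no-compound background flagged substrates.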
The depositor's hits bear a star; i = inactive; ? = inconclusive; / = not tested or not shown; & = joins results of further samples; [ ] = another dose, or the depositor's remark. Unless noted, calls follow the shape of the dose curve; as a rule, active = well fitted curve in the direction sought with a large enough effect; inconclusive = small, poorly fitted or top-dose-only effect, or another doubt; inactive = no such curve, though single readings can be large; an effect the other way counts as inactive or inconclusive. Some of the compounds tested; count on the stated rates, not on these rows.

SMILES	IDH1 R132H inh	HP1b binding inh	PI4K2A inh	Pin1 inhibitor	USP1 inh	GLS inh	TrxR1 inh	PGK inhibitor	TrxR1 substrate
CN1CCN(c2nc3cc(C(F)(F)F)ccc3n3cccc23)CC1	-3%	-4%	3&5	?	8%	14%	?	8%	-3%[57.1 µM]
Nc1cccc(S(=O)(=O)N2CCOCC2)c1	/	27%	/	-6%	/	/	16%	/	3%
CC(=O)Nc1ccc(NC(=O)C(C)OC(=O)CCc2c[nH]c3ccccc23)cc1 (centres undefined)	4%	25%	5	3%	-2%	2%	8%	-4%	5%
CN(C)S(=O)(=O)c1ccc(-c2csc(N/N=C/c3ccc(O)cc3)n2)cc1	6%	-2%	1	4%	-16%	?	18%	-3%	0%
Cc1cc(C)cc(OCC(=O)N/N=C/c2ccncc2)c1	3%	25%	2	3%	-4%	4%	-11%	-10%	-11%
Cc1ccc2c(CN3CCC(C)CC3)cc(=O)oc2c1C	7%	48%[activator]	4	6%	-11%	1%	13%	-2%	4%
Cc1ccc(Nc2nc(NCCCN3CCOCC3)nc(N)c2[N+](=O)[O-])cc1C	7%	-9%	1	2%	-14%	-6%	-6%	-14%	-14%
COc1ccc(CC(=O)NNC(=O)COc2ccc(C)cc2)cc1S(=O)(=O)N1CCOCC1	-3%	47%[activator]	-3	4%	-8%	-11%	4%[57.1 µM]	-4%	2%[57.1 µM]
CCc1ccc(OCCCC(=O)Nc2ccc(S(=O)(=O)Nc3cc(C)nc(C)n3)cc2)cc1	0%	19%	-5	3%	-19%	-8%	12%	i	2%
COC(=O)CCCC(=O)Nc1ccc(Cl)c(Cl)c1	5%	38%[activator]	2	0%	-6%	0%	1%	6%	-1%
Cc1ccc(NC2=NCC(=O)N2c2ccc3c(c2)OCCO3)c(C)c1	9%	33%	-8	3%	-3%	19%	6%	-16%	-1%
Cc1cc(-c2nc(C)c(-c3nnc(SCC(=O)Nc4ccccc4)n3C)s2)no1	13%	5%	2	-5%	-5%	5%	130%	?	43%[activator][57.1 µM]
CC(C)CNC(=O)C(=O)NCc1ccccn1	-7%	15%	2	2%	-14%	0%	12%[57.1 µM]	-7%	8%[57.1 µM]
Cc1ccc(/C=C/c2ccc(=O)n(Cc3ccc(F)cc3)n2)cc1	5%	35%	1	4%	-22%	7%	43%[activator]	-6%	26%
COc1ccccc1NS(=O)(=O)c1cc([N+](=O)[O-])ccc1N/N=C/c1c(C)[nH]c2ccccc12	6%	-21%	1	?	28µM*	0%	-19%[57.1 µM]	i	-3%[57.1 µM]
CCOC(=O)c1nnn(-c2nonc2N)c1CN(CC)CC	3%	32%	6	25%	6%	5%	-5%	-5%	-1%
CNC(=O)c1ccc(Nc2nnc(-c3ccc(O)cc3)c3ccccc23)cc1	13%	46%[activator]	-20	?	-24%	?	?	i	-1%
COc1ccccc1NC(=O)c1c(NC(=O)c2ccco2)sc2c1CCC(C(C)(C)C)C2 (centres undefined)	2%	44%[activator]	-5	-11%	-14%	-3%	35%	i	34%[activator]
Cc1ccccc1CN1CCN(Cc2cc3ccccc3o2)CC1CCO (centres undefined)	-1%	-4%	-1	2%	-17%	8%	9%	i	-1%
CSS(=O)(=O)c1cccc2cccnc12	-1%	3%	6	5%	-9%	?	12%	9%	-2%
CC(C)CNS(=O)(=O)c1ccc(CCC(=O)Nc2ccc3c(c2)OCCO3)cc1	11%	16%	4	-1%	0%	5%	6%	11%	-5%
Cc1cccn2cc(-c3ccc(F)cc3)nc12	6%	9%	-8	-1%	-5%	-1%	-31%	-3%	20%
O=C(CN1C(=O)COc2ccc(S(=O)(=O)N3CCCC3)cc21)N1CCN(c2ccc(F)cc2)CC1	7%	17%	4	1%	-10%	-3%	15%	2%	0%
COc1cccc(NC(=O)C2CCCN2S(=O)(=O)c2ccc3c(c2)C(C)(C)C(=O)N3C)c1 (centres undefined)	-5%&16%	32%&59%	4&-3	-2%&8%	?	-9%&2%	11%&7%	0%	-2%&-6%
O=C1CCC(C(=O)Nc2cccc(Br)c2)N1 (centres undefined)	1%	11%	4	2%	-2%	12%	10%[57.1 µM]	i	-9%

3 entries from above, sorted by the number in PI4K2A inh, highest first.
SMILES	IDH1 R132H inh	HP1b binding inh	PI4K2A inh	Pin1 inhibitor	USP1 inh	GLS inh	TrxR1 inh	PGK inhibitor	TrxR1 substrate
CCOC(=O)c1nnn(-c2nonc2N)c1CN(CC)CC	3%	32%	6	25%	6%	5%	-5%	-5%	-1%
Cc1ccc2c(CN3CCC(C)CC3)cc(=O)oc2c1C	7%	48%[activator]	4	6%	-11%	1%	13%	-2%	4%
CC(C)CNC(=O)C(=O)NCc1ccccn1	-7%	15%	2	2%	-14%	0%	12%[57.1 µM]	-7%	8%[57.1 µM]

Other entries follow.
SMILES	IDH1 R132H inh	HP1b binding inh	PI4K2A inh	Pin1 inhibitor	USP1 inh	GLS inh	TrxR1 inh	PGK inhibitor	TrxR1 substrate
Cc1cc(C)c(C)c(S(=O)(=O)Nc2ccc(O)cc2)c1C	-12%	30%	4	-2%	-18%	-6%	8%[57.1 µM]	-4%	5%[57.1 µM]
C#CCn1c(=NC(=O)c2ccc(Br)s2)sc2cccc(OC)c21	5%	24%	-3	22%	-21%	-7%	8%[57.1 µM]	-5%	21%[57.1 µM]
CCN(CC)C(=O)N1CCN(S(=O)(=O)c2ccccc2)CC1	3%	35%	3	-2%	1%	1%	5%	4%	-3%
O=C(c1ccc(-n2cncn2)c([N+](=O)[O-])c1)N1CCN(c2cccc(Cl)c2)CC1	0%	-5%	-1	-8%	-21%	-1%	-25%	-12%	4%
Cc1cc(C)c2c(CN3CCCCC3C)cc(=O)oc2c1 (centres undefined)	-5%	46%[activator]	-1	1%	-33%	4%	-20%	-2%	-12%
O=C1/C(=C/c2cccc(F)c2)CSc2sccc21	-2%	55%[activator]	-12	2%	-3%	-4%	11%[57.1 µM]	0%	-9%
COc1ccc(OC)c(-c2cc(C(=O)NC3CCCC3)c3ccccc3n2)c1	6%	42%[activator]	5	-3%	-16%	-13%	-16%	-1%	-8%
COc1ccc(O)c(C(=O)CC(=O)c2ccccc2C)c1	-7%	-3%	-6	-1%	-8%	12%	-3%	-3%	-9%
O=C(Nc1nc2ccccc2s1)c1cc2c(s1)-c1ccccc1OC2	-9%	44%	-7	7%	-20%	-1%	30%	-8%	37%[activator]
O=C(CCc1ccccc1Cl)N1CCN(S(=O)(=O)c2ccccc2)CC1	-1%	42%[activator]	1	1%	-17%	-1%	14%	4%	-4%
Cc1ccc(C)c(-n2c(SCC(=O)N3CCCC3)nnc2-c2ccccn2)c1	1%	31%	-4	-3%	-3%	-4%	-1%	-10%	-4%
COc1ccc(C(=O)Nc2ccc(NC(=O)C(C)C)nc2)cc1	6%	43%[activator]	6	1%	-6%	?	13%[57.1 µM]	-7%	1%[57.1 µM]
COc1ccc(C(C(=O)NC2CCCC2)N(Cc2cccnc2)C(=O)Cc2cccs2)c(OC)c1 (centres undefined)	-3%	5%	4	-4%	-16%	10%	16%[57.1 µM]	-3%	7%[57.1 µM]
CCN(CC)C(=O)Cn1c(=O)n(-c2ccccc2)c(=O)n1CC(=O)N(CC)CC	-8%	30%	-2	1%	-8%	16%	-2%	-7%	-1%
O=c1c2cc3c(cc2[nH]c(=S)n1CCN1CCOCC1)OCO3	9%	22%	5	-3%	-27%	-2%	-20%	-7%	-5%
CCN(CC)C(=S)Nc1ccc(OC)cc1	0%	46%[activator]	-2	-7%	-15%	15%	-9%	-6%	-4%
CN=C(Nc1ccc(Cl)cc1)c1cccc(C(F)(F)F)c1	1%	23%	-5	5%	-1%	1%	4%	2%	-2%
Cc1ccc(C)n1NC(=O)c1ccc([N+](=O)[O-])cc1	11%	-10%	-3	1%	-5%	-9%	14%	7%	4%
COC1CCN(C(=O)C2CCC(=O)N(C3CCCCCC3)C2)CC1 (centres undefined)	0%	32%	-3	-3%	-22%	-14%	-21%	-10%	-11%
CCn1c2ccccc2c2cc(NC(=O)COc3ccccc3OC)ccc21	3%	27%	-1	-1%	-5%	17%	-12%	0%	-9%
CCC1CCCCN1C(=O)NC(=O)c1ccccc1 (centres undefined)	3%	38%[activator]	5	3%	-24%	-3%	26%	-3%	11%
CCOC(=O)C1(CCOc2ccccc2)CCN(Cc2ccc(COC)o2)CC1	-15%	29%	2	1%	-23%	-4%	29%	13%	7%
CC(=O)Nc1ccc(Nc2ncc([N+](=O)[O-])c(Nc3ccc(NC(C)=O)cc3)n2)cc1	1%	33%	-17	-2%	-17%	-6%	-15%	-5%	-4%
CC(=O)Nc1ccc(S(=O)(=O)N2CCN(C(=O)c3ncoc3-c3cccc(F)c3)CC2)cc1	4%	22%	-3	5%	-24%	-5%	19%[57.1 µM]	-6%	5%[57.1 µM]
CC(C)(C)NC(=O)C(c1ccccc1F)N(Cc1ccco1)C(=O)c1csnn1 (centres undefined)	9%	10%	-12	1%	-8%	-12%	-4%	-20%	0%
Cc1c(C(=O)N2CCCCC2C)sc2nc3n(c(=O)c12)CCC3 (centres undefined)	-15%	16%	3	4%	-8%	13%	19%	-9%	-3%

Looked up above.
IDH1 R132H inh, `O=C1/C(=C/c2cccc(F)c2)CSc2sccc21` reads -2%
GLS inh, `CC(=O)Nc1ccc(Nc2ncc([N+](=O)[O-])c(Nc3ccc(NC(C)=O)cc3)n2)cc1` reads -6%

Screens as filed in PubChem.
